Bioassay records (PubChem)
mHTT-CaM PPI inh: mutant huntingtin-calmodulin interaction inhibitors – biochemical, AlphaScreen, primary screen | P42858 | AlphaScreen His-mHTT/GST-CaM binding, luminescence | inhibition, % at 15 µM | 190,000 tested, 3.6% active | AID 1671202, 2021;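 further: 0% = both proteins with DMSO and 100% = one protein alone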
Target sequence (P42858 whole entry, looked up, stated change not applied): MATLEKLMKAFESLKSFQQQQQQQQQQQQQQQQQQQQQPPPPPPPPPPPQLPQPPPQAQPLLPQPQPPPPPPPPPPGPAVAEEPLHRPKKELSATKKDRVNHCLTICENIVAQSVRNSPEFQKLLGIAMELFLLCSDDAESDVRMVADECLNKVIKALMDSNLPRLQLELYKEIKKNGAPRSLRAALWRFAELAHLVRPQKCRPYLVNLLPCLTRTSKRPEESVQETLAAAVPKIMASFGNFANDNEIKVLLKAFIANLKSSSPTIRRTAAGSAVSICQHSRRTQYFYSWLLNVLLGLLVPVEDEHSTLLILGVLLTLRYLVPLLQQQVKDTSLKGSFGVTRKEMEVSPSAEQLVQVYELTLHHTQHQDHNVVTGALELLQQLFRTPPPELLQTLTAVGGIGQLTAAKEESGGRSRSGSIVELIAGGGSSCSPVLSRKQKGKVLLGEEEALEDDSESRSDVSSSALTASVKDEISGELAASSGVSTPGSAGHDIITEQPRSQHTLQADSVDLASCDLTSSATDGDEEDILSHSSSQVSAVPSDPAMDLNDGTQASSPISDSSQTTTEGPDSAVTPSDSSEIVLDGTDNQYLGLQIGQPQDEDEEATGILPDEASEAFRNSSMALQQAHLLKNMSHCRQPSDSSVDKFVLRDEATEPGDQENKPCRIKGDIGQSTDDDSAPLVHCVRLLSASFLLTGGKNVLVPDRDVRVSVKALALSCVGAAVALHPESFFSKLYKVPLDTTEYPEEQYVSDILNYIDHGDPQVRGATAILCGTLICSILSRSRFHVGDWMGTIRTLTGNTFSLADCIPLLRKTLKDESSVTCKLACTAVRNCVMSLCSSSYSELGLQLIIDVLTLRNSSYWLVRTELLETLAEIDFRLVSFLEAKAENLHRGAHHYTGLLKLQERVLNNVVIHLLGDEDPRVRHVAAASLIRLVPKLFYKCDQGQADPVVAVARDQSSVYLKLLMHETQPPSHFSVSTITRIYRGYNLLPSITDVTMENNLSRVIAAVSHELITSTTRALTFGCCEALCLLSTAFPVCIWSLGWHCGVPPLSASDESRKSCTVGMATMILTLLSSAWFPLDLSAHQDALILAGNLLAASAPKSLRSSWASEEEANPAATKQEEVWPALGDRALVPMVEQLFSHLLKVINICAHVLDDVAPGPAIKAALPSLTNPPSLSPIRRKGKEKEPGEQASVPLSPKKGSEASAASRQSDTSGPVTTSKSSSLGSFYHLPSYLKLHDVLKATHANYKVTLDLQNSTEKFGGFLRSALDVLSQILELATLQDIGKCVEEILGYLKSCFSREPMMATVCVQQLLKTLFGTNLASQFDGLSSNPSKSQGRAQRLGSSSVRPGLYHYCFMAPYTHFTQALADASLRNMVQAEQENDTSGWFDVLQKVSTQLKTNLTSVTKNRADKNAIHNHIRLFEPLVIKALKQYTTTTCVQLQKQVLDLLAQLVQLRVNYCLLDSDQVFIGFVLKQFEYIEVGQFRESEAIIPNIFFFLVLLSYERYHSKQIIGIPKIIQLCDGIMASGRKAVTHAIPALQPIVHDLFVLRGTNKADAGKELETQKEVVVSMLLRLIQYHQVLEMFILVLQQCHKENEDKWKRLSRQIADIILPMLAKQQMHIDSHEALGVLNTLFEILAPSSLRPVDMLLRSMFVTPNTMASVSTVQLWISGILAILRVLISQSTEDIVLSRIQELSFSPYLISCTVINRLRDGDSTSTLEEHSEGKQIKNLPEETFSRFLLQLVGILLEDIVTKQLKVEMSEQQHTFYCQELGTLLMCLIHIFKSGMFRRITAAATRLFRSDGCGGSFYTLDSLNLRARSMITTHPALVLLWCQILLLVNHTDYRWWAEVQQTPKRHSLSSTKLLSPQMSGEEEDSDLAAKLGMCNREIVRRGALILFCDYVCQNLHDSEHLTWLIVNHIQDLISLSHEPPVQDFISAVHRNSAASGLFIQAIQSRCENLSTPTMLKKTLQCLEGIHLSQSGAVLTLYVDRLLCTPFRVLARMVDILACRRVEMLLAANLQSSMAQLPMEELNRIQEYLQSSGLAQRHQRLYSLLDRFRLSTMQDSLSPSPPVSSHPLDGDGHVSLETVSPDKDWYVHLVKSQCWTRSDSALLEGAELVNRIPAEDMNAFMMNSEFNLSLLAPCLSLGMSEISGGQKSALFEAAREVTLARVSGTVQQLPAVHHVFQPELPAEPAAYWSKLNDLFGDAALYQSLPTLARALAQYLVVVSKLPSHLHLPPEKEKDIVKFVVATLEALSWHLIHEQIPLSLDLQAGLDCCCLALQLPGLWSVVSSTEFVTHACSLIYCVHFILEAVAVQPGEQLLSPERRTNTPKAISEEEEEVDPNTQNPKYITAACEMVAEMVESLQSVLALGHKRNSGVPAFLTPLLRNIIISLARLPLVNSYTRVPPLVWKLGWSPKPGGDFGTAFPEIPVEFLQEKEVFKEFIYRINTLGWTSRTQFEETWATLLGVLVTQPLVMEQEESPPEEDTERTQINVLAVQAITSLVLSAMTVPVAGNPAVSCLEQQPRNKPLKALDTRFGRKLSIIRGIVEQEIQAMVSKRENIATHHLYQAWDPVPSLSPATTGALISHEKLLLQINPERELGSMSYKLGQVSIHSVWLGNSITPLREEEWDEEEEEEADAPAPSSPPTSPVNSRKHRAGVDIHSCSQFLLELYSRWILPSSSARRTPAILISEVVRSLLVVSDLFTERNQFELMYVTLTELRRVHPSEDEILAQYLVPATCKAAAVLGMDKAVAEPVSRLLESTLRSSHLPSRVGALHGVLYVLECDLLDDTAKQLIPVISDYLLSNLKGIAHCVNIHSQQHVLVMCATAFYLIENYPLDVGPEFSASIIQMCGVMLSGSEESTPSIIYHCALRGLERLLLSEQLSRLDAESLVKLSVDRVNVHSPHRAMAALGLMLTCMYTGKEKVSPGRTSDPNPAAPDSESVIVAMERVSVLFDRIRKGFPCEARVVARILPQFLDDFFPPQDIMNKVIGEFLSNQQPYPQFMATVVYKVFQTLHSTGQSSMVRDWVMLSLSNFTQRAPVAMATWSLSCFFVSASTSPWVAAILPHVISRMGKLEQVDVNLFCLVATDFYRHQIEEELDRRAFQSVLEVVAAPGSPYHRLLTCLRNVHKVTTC
Pf apPOL block: Pf-apPOL inhibitors, biochemical, fluorescence; Recombinant Pf-apPOL, molecular beacon fluorescence, 1.5 h; Plasmodium falciparum apicoplast DNA polymerase (apPOL); AID 1794808, 2022; inhibition, % at 10 µM; 210,000 tested, 0.25% active
An asterisk follows results filed as active; nt = no result given; & = joins results of further samples. No stated cut-off is given here; in the data, active means inhibition above about 50%; inactive means the rest. The list is partial. The share of hits here may be higher or lower than overall.

The opening 3 entries (preview)
canonical_smiles	mHTT-CaM PPI inh	Pf apPOL block
CC(C)(C)N=C1Nc2ccccc2NC12CCCN(C(=O)COc1ccccc1)C2 (stereo not given)	36	-5
COc1ccccc1OCc1nc(-c2ccc([N+](=O)[O-])cc2)no1	0	-3
COC(CNC(=O)c1c[nH]c2ccc(S(=O)(=O)N3CC(C)CC(C)C3)cc2c1=O)OC (stereo not given)	8	-3

Main list, repeating the preview:
canonical_smiles	mHTT-CaM PPI inh	Pf apPOL block
CC(C)(C)N=C1Nc2ccccc2NC12CCCN(C(=O)COc1ccccc1)C2 (stereo not given)	36	-5
COc1ccccc1OCc1nc(-c2ccc([N+](=O)[O-])cc2)no1	0	-3
COC(CNC(=O)c1c[nH]c2ccc(S(=O)(=O)N3CC(C)CC(C)C3)cc2c1=O)OC (stereo not given)	8	-3
CCC(C)NC(=O)c1nn2c(C(F)(F)F)cc(-c3ccco3)nc2c1Br (stereo not given)	3	-2
Fc1ccc(C(OCCCc2cnc[nH]2)c2ccc(F)cc2)cc1	nt	-7
CCOc1ccc(-c2ccc(=O)n(CCCC(=O)Nc3ccccc3SC)n2)cc1	7	-14
O=C(Nc1ccc(Br)cn1)c1ccccc1SCc1ccccc1	-14	-2
Cc1ccccc1CNC(=O)c1c(C)noc1-c1cccc(C(F)(F)F)c1	-11	4
CCOC(=O)c1c(C)oc2cc(Br)c(OCC(=O)c3ccc(OC)cc3)cc12	-3	0
CC1(C)OC2OC(C(=O)O)C3OC(C)(C)OC3C2O1 (stereo not given)	-5	1
COc1cc(OC)c(OC)cc1C=C1Oc2c(ccc(O)c2CN2CCCCCC2)C1=O	26	0
COCCC(=O)N1CCCC2(C1)Nc1ccccc1NC2=NC1CCCC1 (stereo not given)	7	-4
COc1ccc(CCNC(=O)c2cc(S(=O)(=O)N3CCOCC3)ccc2F)cc1OC	4	-5
C=C(C)CN(CC)Cc1coc2ccc(Cl)cc2c1=O	-6	0
COc1ccc(-n2nc3c(c2NC(=O)c2ccc(OC)cc2OC)CSC3)cc1	3	2
Cc1ccc(-c2csc(/C(C#N)=C/c3ccc(N(C)C)cc3)n2)cc1	16	1
CCN(CC)c1ccc(NC(=O)c2ccc(Br)cc2)cc1	11	-23
CC(=O)N1CCc2cc(N3CC(C(=O)Nc4ccccc4Br)CC3=O)ccc21 (stereo not given)	-1	-3
N#CC1=C(N)Oc2n[nH]c(-c3cccs3)c2C1c1cccs1 (stereo not given)	7&11	2
O=C(CSc1cn(Cc2ccc(F)cc2)c2ccccc12)N1CCOCC1	33	2
CN(C)C1=C(Nc2cccc(I)c2)C(=O)c2ccccc2C1=O	92*	-4
c1cc(-c2nc(C34CC5CC(CC(C5)C3)C4)cs2)ccc1-c1csnn1	nt	4
COc1cccc(CNC(=O)c2ccn3c(-c4cc(F)cc(F)c4)nnc3c2)c1	-2	-4
CC(=O)Nc1cccc(N2CC(C(=O)Nc3ccc(C)c(C)c3)CC2=O)c1 (stereo not given)	4	1
CCN(CC)c1ccc(NC(=O)Cn2cc3c(n2)CCC(C)C3)c(C)c1 (stereo not given)	31	-7
Fc1ccc(CN2CCc3ccccc3C2)cc1Br	-39	-8
N#Cc1ccc(Nc2nc(-c3cc4ccccc4oc3=O)cs2)cc1	-3	3
C=CCOc1ccc(C=Nc2ccc(Br)cc2)c(O)c1	2	-2
COc1ccc(-c2cc(N)nc(N)n2)cc1	nt	-4
CC(C(=O)N1c2ccccc2C(Nc2ccccc2)CC1C)N1C(=O)c2ccccc2C1=O (stereo not given)	40	3
CC(C)COC(=O)Oc1c(Cl)cc2oc(=O)sc2c1[N+](=O)[O-]	82*	3
CC1(C)Cc2nc3nc(NN)n(-c4ccccc4)c(=O)c3cc2CO1	0	-1
CC(=O)c1ccc(S(=O)(=O)NCCN2CCN(C(=O)c3ccsc3)CC2)cc1	3	3
O=C(O)c1ccc(NC(=O)c2ccco2)c(NC(=O)c2ccco2)c1	-3	-8
Oc1cc(-c2nc3ccccc3o2)c(O)cc1-c1nc2ccccc2o1	-4	-6
CC(C)NC(=O)N1CCCC(c2cccc(C(=O)NCCN3CCCCC3)c2)C1 (stereo not given)	-9	-6
O=C(Cc1noc2ccccc12)NCCNc1cc(-n2cccn2)ncn1	6	-7
Cc1ccc(-c2cc(C(=O)NCc3ccccc3)ccn2)s1	-11	14
COc1ccccc1N1CCN(c2nc3ccccn3c(=O)c2C=O)CC1	6	-12
CCN(CC)c1ncnc2c1[nH]c1ccc(C)cc12	-1	1
COC(=O)C=c1sc2nc3sc(C)c(C)c3c(=O)n2c1=O	-2	21
O=[N+]([O-])c1ccc(OCCNCc2ccco2)cc1	2	-7
COc1nc(NS(=O)(=O)c2ccc(C)cc2)nc(C)c1Br	6	2
CCn1nnnc1-c1ccc(OC)c(S(=O)(=O)Nc2ccc(C)c(C)c2)c1	12	-5
CC(C)C[C@H](CO)N(Cc1ccccc1)S(=O)(=O)N(Cc1ccccc1)[C@@H](CO)CC(C)C	75*	-5
CC(=O)Nc1nonc1-c1nc2ccccc2n1Cc1c(F)cccc1Cl	-8	-12
Cc1[nH]c2ccc(CN3C(=O)c4ccccc4C3=O)cc2c1C	17	-2
COc1ccc(C(=O)NCC(c2cccn2C)N2CCCC2)c(OC)c1OC (stereo not given)	-14	-8
Cc1cccc2oc(-c3cc(N=Cc4ccc([N+](=O)[O-])cc4)ccc3O)nc12	12	59*
CN1CCN(C(=O)CSc2nc3c(c(C(F)(F)F)c2C#N)CCC3)CC1	62*	nt
O=[N+]([O-])c1ccc2nc(SCc3nc4sccn4c3Br)[nH]c2c1	10	-8
Cc1nc(-c2cn(C)c3ncccc23)sc1C(=O)N1CCCCC1	19	-3
O=c1c(CN2CCN(C/C=C/c3ccccc3)CC2)coc2ccccc12	7	-5
COc1ccc(Cl)cc1-c1nc(C=Nc2ccccn2)c(O)o1	5	1
CC(C)n1c(C2CCN(C(=O)c3cccc(Cl)c3)C2)nc2ccncc21 (stereo not given)	-2	-6
CCCn1cnc2c1c(=O)n(C1CC1)c(=O)n2-c1ccc(F)cc1	0	0
C=CCNC(=O)c1c[nH]c2ccc(S(=O)(=O)N(C)c3ccc(C)c(C)c3)cc2c1=O	43	-12
COc1ccc(Br)cc1C(=O)Nc1ccc(NC(=O)c2ccco2)cc1	3	0
CC(C)C[C@@H]1COc2cc(Br)ccc2S(=O)(=O)N1Cc1cn(Cc2ccccc2)nn1	0	-4
O=C(NC1CC2CC1CN2S(=O)(=O)c1ccc2c(c1)OCCO2)c1ccccc1 (stereo not given)	2	2

By substructure: those above containing a cyano group (four)
canonical_smiles	mHTT-CaM PPI inh	Pf apPOL block
Cc1ccc(-c2csc(/C(C#N)=C/c3ccc(N(C)C)cc3)n2)cc1	16	1
N#CC1=C(N)Oc2n[nH]c(-c3cccs3)c2C1c1cccs1 (stereo not given)	7&11	2
N#Cc1ccc(Nc2nc(-c3cc4ccccc4oc3=O)cs2)cc1	-3	3
CN1CCN(C(=O)CSc2nc3c(c(C(F)(F)F)c2C#N)CCC3)CC1	62*	nt

The list continues:
canonical_smiles	mHTT-CaM PPI inh	Pf apPOL block
O=C(CSc1nc2ccccc2s1)N1CCN(c2nc3ccccc3s2)CC1	-1	-6
Cc1cc(C)c(C#N)c(Sc2ncnc3c2sc2nc(C)cc(C)c23)n1	nt	-3
O=C(NCC(O)C1CCCCC1)c1ccsc1 (stereo not given)	-10	-8
CNC(=O)N1CCCC(c2cccc(C(=O)NCc3cccs3)c2)C1 (stereo not given)	-6	2
OC(CN1CCCCC1)CN(c1ccccc1)c1ccccc1 (stereo not given)	7	1
Cc1cc(N2CCC(C(=O)NCc3cccc(C(F)(F)F)c3)C2=O)ccc1Cl (stereo not given)	-7	-4
CC(=O)Nc1ccc(Nc2nc(-c3c(C)nc4sccn34)cs2)cc1	50	-3
CC1CCCCC1NC(=O)c1cc(=O)[nH]c2ccc(S(=O)(=O)N(C)C3CCCCC3)cc12 (stereo not given)	-5	-13
Cc1ccc(CC(=O)Nc2ccc3ncnc(N4CCCC4)c3c2)cc1	25	11
COc1cccc(OC)c1C(=O)Oc1ccc2c(c1)OC(=Cc1cccnc1)C2=O	6	-4
O=C(NCc1cc(F)ccc1F)C1CCN(c2cnn(Cc3ccccc3)c(=O)c2)CC1	5	2
COc1ccc(-c2[nH]nc3c2C2(C(C#N)=C(N)O3)c3ccccc3-c3ccccc32)cc1	79*	-4
Cc1cc(N2CCC(C)CC2)nc2ccc(NC(=O)c3cncc(Br)c3)cc12	6	-3
CCc1c(O)nc(SCC(=O)Nc2ccc(OC)cc2)[nH]c1=O	1	-1
Cc1cccc(N(C)C(=O)CN2C(=O)NC3(CCCCC3)C2=O)c1	4	-4
COc1cc(C(=O)Nc2cc3cc([N+](=O)[O-])ccc3oc2=O)cc(OC)c1OC	5	-5
CC(=O)N1c2ccc(S(=O)(=O)N3CCCCCC3)cc2CC1C (stereo not given)	-3	-3
Cc1c(Br)cc(C(=O)NCCCN2CCOCC2)c(C)c1C	0	1
Cc1ccccc1-c1csc2c(=O)n(CC(=O)OC(C)C)cnc12	-3	-6
O=c1c2c3c(sc2ncn1Cc1ccon1)CCC3	-4	nt
CN1CCOc2ccc(NC(=O)NC3CC3)cc2C1=O	-11	-5
COc1ccc(F)cc1S(=O)(=O)NCC1(C)CCOCC1	3	3
Cc1c(N=Cc2ccc(N3CCCCC3)c([N+](=O)[O-])c2)c(=O)n(-c2ccccc2)n1C	13	3
Cc1ccc(C2=N/C(=C\c3ccccc3)C(=O)O2)cc1[N+](=O)[O-]	-4	1
O=C(NC1CCCC1)c1cccnc1N1CCOCC1	3	-1
CC(C)CN1CCC(=O)N(CCN=[N+]=[N-])CC1	1	-7
CCC(=O)N1CCN(C(C(=O)Nc2ccc(F)cc2F)C2CCCC2)CC1 (stereo not given)	-2	2
Cc1cccc(NC(=O)Nc2nccn(-c3ccc(C(C)C)cc3)c2=O)c1	3	3
CCCCC(=O)Nc1c2c(nn1-c1ccc([N+](=O)[O-])cc1)CSC2	11	0
CC(=O)OC1CC(C)CC(C)(C)C1 (stereo not given)	0	nt
Cc1[nH]c(=O)c(C#N)c(C)c1CSc1ncccn1	-1	-10
Cc1ccc(S(=O)(=O)CCSc2cccc(C(=O)Nc3ccccc3)c2)cc1	-4	-7
Cc1ccc2c(c1)/C(=C/c1ccc([N+](=O)[O-])cc1)c1cccnc1-2	17	-2
O=C(CN1C(=O)c2ccccc2C1=O)NC(c1ccccc1)c1ccccc1	6	-2
COc1cccc(OC)c1C(=O)NCCc1ccccc1	3	3
Cc1ccc2[nH]cc(CCN3CC(C(=O)N4CCCCC4)CC3=O)c2c1 (stereo not given)	26	-4
CCN(CC)C(=O)c1cc2sc(C)c(CN3CCCCC3)c2[nH]1	1	1
CC(=O)N1c2c(cc(Br)cc2S(=O)(=O)NC2CCCCCC2)CC1C (stereo not given)	14	-2
O=C(c1cccc(Cl)c1)N1CCC(C(=O)N2CCN(Cc3ccccc3)CC2)CC1	10	0
CNC(=O)N(C)Cc1cccs1	1	0
COc1ccccc1CNC(=O)CC1CCN(S(=O)(=O)c2c(C)noc2C)CC1	0	-2
CCOc1ccc(-n2c(SCC(=O)N3CCC(C)CC3)nc3c(c2=O)SCC3)cc1	-3	2
Cc1noc(C)c1-c1ccc(Cl)c(Cl)c1	31	-15
O=C(NCCSc1ccc(Cl)cc1)Nc1ccc(Cl)cc1	-3	-2
Cc1ccccc1C(=O)NCCNC(=O)c1ccc(NC(=O)C(C)C)cc1	-9	-1
COc1cc(NC(=O)c2ccncc2)cc(OC)c1	-5	-1
CCCCCC(=O)N1C[C@@H](n2cc(COC(=O)c3ccccc3)nn2)[C@H](O)C[C@@H]1c1ccc(Cl)cc1	-9	-2
O=C(CSc1ncccc1-c1nc(C2CC2)no1)Nc1ccc2c(c1)OCO2	-5	0
COc1nccnc1NC1CCN(C(=O)c2cccc(C)c2)CC1	6	4
COc1ccc2nc(C(=O)NCc3ccccc3F)cn2n1	0	-3
CCNC(=O)c1c(C)nn(C)c1C(C)C	0	-19
COc1cccc(CNC(=O)N2CCCC2c2cccc(F)c2)c1 (stereo not given)	-3	1
CC(C)CNC(=O)C1CCN(c2ccc(F)cc2)C1=O (stereo not given)	-4	3
Fc1ccccc1OCCCOc1ccccc1F	-36	-1
Cc1csc2nc(NC(=O)c3ccccc3)sc(=O)c12	nt	-22
O=C(c1ccncc1)N1CCN(Cc2cccc([N+](=O)[O-])c2)CC1	2	-6
COc1cc(CN2CCCCC2)ccc1OCc1ccccc1	-1	-2
COc1ccc(C2C(C#N)=C(N)N(c3ccccc3C(F)(F)F)C3=C2C(=O)CCC3)cc1 (stereo not given)	17	-1
C1=CC2C(C1)C1CC(Oc3ccccc3)C2C1 (stereo not given)	-29	-6
COCCNC(=O)c1cnn2c1NC(c1ccc(C)cc1)CC2C(F)(F)F (stereo not given)	8	3
CCN1CCN(S(=O)(=O)c2ccc(Br)cc2)CC1	-2	-4
O=C1CC(N2CCCCCCC2)C(=O)N1c1ccc(Br)cc1 (stereo not given)	0	-3
Cc1cccc(N2CCN(CCNC(=O)C3CCN(c4ccncc4)CC3)CC2)c1C	13	-2
